Screening data as filed in PubChem BioAssay.
GLP1R inv ag: GLP-1 receptor (human) inverse agonism | P43220 | HEK293 GLP-1R CRE-luciferase, luminescence, 24 h; GLP-1R form is constitutively active | 1.6% of 410,000 active | Potency, µM (highest dose often 38.3 µM), without a hit: at the highest dose activity change, negative = inhibition, most hits filed as inhibitors | AID 624417; note: % is set by controls: 0 for no effect and ±100 for the full control effect; nearly all actives have a fitted effect of over 55% in size
Target sequence (P43220 whole entry, looked up): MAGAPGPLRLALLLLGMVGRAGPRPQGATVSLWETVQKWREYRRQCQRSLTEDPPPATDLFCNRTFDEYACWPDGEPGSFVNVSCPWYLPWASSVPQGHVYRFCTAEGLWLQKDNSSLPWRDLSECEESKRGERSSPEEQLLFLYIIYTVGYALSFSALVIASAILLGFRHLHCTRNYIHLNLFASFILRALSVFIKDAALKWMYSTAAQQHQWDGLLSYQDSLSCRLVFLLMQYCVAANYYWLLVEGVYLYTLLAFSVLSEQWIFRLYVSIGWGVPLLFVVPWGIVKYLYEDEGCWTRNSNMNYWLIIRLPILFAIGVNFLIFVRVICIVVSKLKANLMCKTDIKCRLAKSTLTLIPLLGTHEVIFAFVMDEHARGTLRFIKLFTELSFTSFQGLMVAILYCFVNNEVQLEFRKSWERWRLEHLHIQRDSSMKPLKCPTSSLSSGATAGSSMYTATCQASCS
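Using stably transfected HEK293 (constitutively active GLP-1R, cAMP-luciferase reporter), compounds were incubated 24 hr and luciferase measured by luminescence.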
GLP1R ag: GLP-1 receptor (human) agonism | HEK293 GLP-1R CRE-luciferase, luminescence, 4-6 h; cells express a hypersensitive GLP-1R form | Potency, µM (highest dose often 45.6 µM), for the others: top-dose activation, actives largely listed as activators | 0.007% of 380,000 active; note: % of control where 0% means no effect
HT1080 IDH1KD tx: HT-1080 IDH1 knockdown cell toxicity (counter line). HT-1080 IDH1 knockdown viability, ATP luminescence, 48 h. Potency, µM (highest dose often 46.1 µM), inactives show top-dose activity, negative = toxicity, actives largely listed as cytotoxic. 2% of 360,000 active. AID 686971;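 note: 0% = DMSO wells and -100% = cell-free medium wells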
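Viability of IDH1-knockdown HT-1080 fibrosarcoma cells was assessed by CellTiter-Glo after 48 h at 37 °C with titrated compound; concentration-effect curves were classified by fit quality and response size.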
HT1080-NT tox: kills 2HG-producing HT-1080-NT fibrosarcoma cells; 1.6% of 360,000 active; Potency, µM (doses to about 46.1 µM), for inactives: top-dose activity, negative = less viability, usual class: cytotoxic; HT-1080-NT fibrosarcoma viability, CellTiter-Glo ATP luminescence, 48 h; AID 686970;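 note: NT is the 2HG producing partner of a matched IDH1 knockdown line; 0% = DMSO-treated cells and -100% = media-only wells without cells; nearly all actives have a fitted effect of over 55% in size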
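750 cells/well, RPMI + 5% FBS; 2 h settle, compound pin-transfer, 48 h at 37 degrees C. CellTiter-Glo 10 min RT, luminescence. Normalized to DMSO and media-only wells.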
TDP-43 yeast inh: rescues yeast growth from TDP-43 toxicity | Potency, µM (highest dose often 46.1 µM), for the others: top-dose growth rescue (activation), usual class: activators | TDP-43 expressing yeast growth rescue, BacTiter-Glo, 24 h | 1.8% of 410,000 active; note: % of control where 0% means no effect; nearly all actives have a fitted effect of over 50% in size
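In this qHTS, compounds that restore growth of yeast expressing TDP-43 appear as activators. Cells (OD600=0.02, galactose medium, raffinose-pregrown) are incubated with compound 24 hr at 30 deg C and growth is quantified by BacTiter-Glo.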
KB-V1 cytotox: kills drug-selected multidrug resistant KB-V1 cells; KB-V1 MDR cells viability, CellTiter-Glo, 72 h; Potency, µM (doses to about 46.1 µM), inactives show at the highest dose activity change, negative = cytotoxicity, hits mostly cytotoxic; 3.4% of 400,000 active; note: % is set by controls: 0 for no effect and ±100 for the full control effect; nearly all actives have a fitted effect of over 60% in size
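Luminescent ATP read-out (CellTiter-Glo, 10 min) measures survival of drug-selected KB-V1 MDR cells after 72 h, 37 degrees C compound exposure. Medium: phenol-red-free DMEM, 10% FBS. Values from fitted concentration-response curves.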
HEK293 tox: cytotoxicity in counter-screen for GLP-1R inverse agonists; 0.13% of 410,000 active; Potency, µM (top dose mostly 38.3 µM), for the others: top-dose activity change, negative = inhibition, actives largely listed as inhibitors; HEK293 cAMP-luciferase reporter cells, luminescence, 24 h;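 note: loss of luciferase light is scored as toxicity; % is set by controls: 0 for no effect and ±100 for the full control effect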
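To flag toxic compounds, the library was rerun on cells for 24 hr at 37 deg C and 5% CO2. Viability-linked luminescence was captured 12 min after adding luciferase detection reagent.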
KB-3-1 tox: kills parental KB-3-1 adenocarcinoma cells; KB-3-1 viability, CellTiter-Glo ATP luminescence, 72 h; Potency, µM (titrated, usually from 46.1 µM), inactives show top-dose activity change, negative = cytotoxic, most hits filed as cytotoxic; 1.4% of 400,000 active; note: % is set by controls: 0 for no effect and ±100 for the full control effect; nearly all actives have a fitted effect of over 60% in size
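Parental KB-3-1 viability, qHTS format: 72 h compound exposure, 37 °C; CellTiter-Glo; media-only wells and DMSO plates as controls; concentration-effect fits on corrected data.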
SW480 rerep: inducers of DNA re-replication in SW480 colon cancer cells. SW480 DNA re-replication, Hoechst DNA content imaging, 48 h. 1.8% of 340,000 active. Potency, µM (titrated, usually from 46.1 µM), inactives show at the top dose re-replication activation, most hits filed as activators; note: % of control where 0% means no effect; nearly all actives have a fitted effect of over 55% in size
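DNA re-replication was detected as more nuclei of elevated Hoechst intensity after 48 hr exposure to compound (23 nL pinned per well of 250 cells).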
An asterisk follows results filed as active; [ ] = remark or other dose. Calls come from the whole dose curve; as a rule, active = well fitted curve in the direction sought with a large enough effect; inconclusive = small, poorly fitted or top-dose-only effect, or another doubt; inactive = no such curve, though single readings can be large; an effect the other way counts as inactive or inconclusive. Potency is the fitted concentration of half-maximal effect.

C=CCn1c(SCC(=O)Nc2ccc(N(C)C)cc2)nnc1-c1cccc(C)c1 was read as GLP1R inv ag inconclusive, GLP1R ag -11%, HT1080 IDH1KD tx -4%, HT1080-NT tox -14%, TDP-43 yeast inh 16%, KB-V1 cytotox -7%, HEK293 tox -10%, KB-3-1 tox -18% and SW480 rerep -9%.
For O=C(CCl)N1CCN2C(=O)c3ccccc3C12c1ccc(Cl)cc1 (stereo not given) the results were GLP1R inv ag inconclusive, GLP1R ag -1%, HT1080 IDH1KD tx 8.2µM*, HT1080-NT tox 9.2µM*, TDP-43 yeast inh inconclusive, KB-V1 cytotox inconclusive, HEK293 tox 11%, KB-3-1 tox inconclusive and SW480 rerep inconclusive.
CC(C)(C)OC(=O)N/N=C\C=C\c1ccc2c(c1)OCO2 was read as GLP1R inv ag 0%, GLP1R ag -2%, HT1080 IDH1KD tx -1%, HT1080-NT tox 0%, TDP-43 yeast inh 21%, KB-V1 cytotox inconclusive, HEK293 tox -1%, KB-3-1 tox -1% and SW480 rerep -2%.
Screening CCC(=O)NC(c1ccc([N+](=O)[O-])cc1)c1c(O)ccc2ccccc12 (stereo not given) returned GLP1R inv ag 0%, GLP1R ag -11%, HT1080 IDH1KD tx inconclusive, HT1080-NT tox inconclusive, TDP-43 yeast inh -11%, KB-V1 cytotox 0%, HEK293 tox -18%, KB-3-1 tox 0% and SW480 rerep 0%.
COc1ccc(CNC(=O)c2c(C)oc3c2C(=O)c2ccccc2C3=O)cc1 was read as GLP1R inv ag -15%, GLP1R ag -2%, HT1080 IDH1KD tx -10%, HT1080-NT tox inconclusive, TDP-43 yeast inh inconclusive, KB-V1 cytotox -5%, HEK293 tox -16%, KB-3-1 tox inconclusive and SW480 rerep 21µM*.
NS(=O)(=O)c1ccc(CCNC(=O)c2cnc(Cl)c(Cl)c2)cc1 was read as GLP1R inv ag 9%, GLP1R ag 6%, HT1080 IDH1KD tx 10%, HT1080-NT tox 13%, TDP-43 yeast inh -20%, KB-V1 cytotox 0%, HEK293 tox 11%, KB-3-1 tox -2% and SW480 rerep -4%.
O=C(COc1coc(CN2CCCc3ccccc32)cc1=O)Nc1cccc([N+](=O)[O-])c1 was read as GLP1R inv ag 1%, GLP1R ag -7%, HT1080 IDH1KD tx 18%, HT1080-NT tox 15%, TDP-43 yeast inh 20%, KB-V1 cytotox -2%, HEK293 tox -8%, KB-3-1 tox -19% and SW480 rerep -2%.
Cc1ccc(CNC(=O)C2CCN(c3nc(C)cc(C)n3)CC2)cc1 was read as GLP1R inv ag 22%, GLP1R ag 1%, HT1080 IDH1KD tx inconclusive, HT1080-NT tox 24%, TDP-43 yeast inh 0%, KB-V1 cytotox -4%, HEK293 tox 0%, KB-3-1 tox -4% and SW480 rerep -9%.
For Cc1nc2ccc(S(=O)(=O)CCC(=O)Nc3ccccc3C)cc2s1 the results were GLP1R inv ag -1%, TDP-43 yeast inh -7%, KB-V1 cytotox -18%, HEK293 tox -12% and KB-3-1 tox -10%.
Screening O=C(NCCNC(=O)c1cnccn1)c1cccc(Cl)c1 returned GLP1R inv ag 3%, GLP1R ag 5%, HT1080 IDH1KD tx 3%, HT1080-NT tox 8%, TDP-43 yeast inh -15%, KB-V1 cytotox -4%, HEK293 tox 6%, KB-3-1 tox 15% and SW480 rerep -6%.

A run of entries from further up, as a working copy:
Cc1ccc(CNC(=O)C2CCN(c3nc(C)cc(C)n3)CC2)cc1 was read as GLP1R inv ag 22%, GLP1R ag 1%, HT1080 IDH1KD tx inconclusive, HT1080-NT tox 24%, TDP-43 yeast inh 0%, KB-V1 cytotox -4%, HEK293 tox 0%, KB-3-1 tox -4% and SW480 rerep -9%.
For Cc1nc2ccc(S(=O)(=O)CCC(=O)Nc3ccccc3C)cc2s1 the results were GLP1R inv ag -1%, TDP-43 yeast inh -7%, KB-V1 cytotox -18%, HEK293 tox -12% and KB-3-1 tox -10%.
Screening O=C(NCCNC(=O)c1cnccn1)c1cccc(Cl)c1 returned GLP1R inv ag 3%, GLP1R ag 5%, HT1080 IDH1KD tx 3%, HT1080-NT tox 8%, TDP-43 yeast inh -15%, KB-V1 cytotox -4%, HEK293 tox 6%, KB-3-1 tox 15% and SW480 rerep -6%.

Additional results
Screening O=C(COC(=O)c1c[nH]c2ccccc12)NC1CCCC1 returned GLP1R inv ag -8%, GLP1R ag 7%, HT1080 IDH1KD tx 3%, HT1080-NT tox 0%, TDP-43 yeast inh 10%, KB-V1 cytotox 0%, HEK293 tox -2%, KB-3-1 tox 2% and SW480 rerep -3%.
`COc1cc2cc(C(=O)NCCc3c[nH]c4ccccc34)c(N)nc2cc1OC` gave GLP1R inv ag 8%, GLP1R ag 20%, HT1080 IDH1KD tx inconclusive, HT1080-NT tox inconclusive, TDP-43 yeast inh 0%, KB-V1 cytotox -20%, HEK293 tox 2% and KB-3-1 tox 2%.
COc1ccc(N2CC(C(=O)Nc3nnc(SCc4ccccn4)s3)CC2=O)cc1 (stereo not given) was read as GLP1R inv ag 9%, GLP1R ag 0%, HT1080 IDH1KD tx -1%, HT1080-NT tox 6%, TDP-43 yeast inh 0%, KB-V1 cytotox -1%, HEK293 tox -2%[1.53 µM], KB-3-1 tox 27% and SW480 rerep -4%.
`COc1ccc(-c2nnc(SCC(=O)Nc3nncs3)o2)cc1` gave GLP1R inv ag -6%, GLP1R ag 1%, HT1080 IDH1KD tx -5%, HT1080-NT tox 1%, TDP-43 yeast inh 7%, KB-V1 cytotox -5%, HEK293 tox 1%, KB-3-1 tox -2% and SW480 rerep 1%.
CN(C)C(=S)Nc1ccc2c(c1)OCCO2 was read as GLP1R inv ag 14%, GLP1R ag 8%, HT1080 IDH1KD tx 11%, HT1080-NT tox 6%, TDP-43 yeast inh 6%, KB-V1 cytotox 11%, HEK293 tox 0%, KB-3-1 tox -5% and SW480 rerep -53%[inhibitor].
`CC(/C=N/NC(=O)c1cc(C2CC2)[nH]n1)=C\c1ccccc1` gave GLP1R inv ag -20%, GLP1R ag 6%, HT1080 IDH1KD tx -2%, HT1080-NT tox 6%, TDP-43 yeast inh 8%, KB-V1 cytotox 0%, HEK293 tox -32%, KB-3-1 tox 0% and SW480 rerep 20%.
`CC(=O)N1CCN(c2ccc(N)cc2)CC1` gave GLP1R ag -1%, KB-V1 cytotox -6%, KB-3-1 tox 6% and SW480 rerep 1%.
CCCCN(C)C(=O)c1sc(=O)n(Cc2c(C)cccc2C)c1C was read as GLP1R inv ag -18%, GLP1R ag 0%, HT1080 IDH1KD tx 15%, HT1080-NT tox 5%, TDP-43 yeast inh inconclusive, KB-V1 cytotox inconclusive, HEK293 tox -13% and KB-3-1 tox inconclusive.
`COc1ccc(C(C#N)c2cnccn2)cc1OC` (stereo not given) gave GLP1R inv ag 130%[activator], GLP1R ag 27%, HT1080 IDH1KD tx 4%, HT1080-NT tox 9%, TDP-43 yeast inh 19%, KB-V1 cytotox 0%, HEK293 tox 9%, KB-3-1 tox 17% and SW480 rerep -3%.
For CCOC(=O)C(=Cc1ccccc1OC)C(=O)OCC the results were GLP1R inv ag inconclusive, GLP1R ag -7%, HT1080 IDH1KD tx inconclusive, HT1080-NT tox -9%, TDP-43 yeast inh 2%[0.397 µM], KB-V1 cytotox inconclusive, HEK293 tox inconclusive, KB-3-1 tox inconclusive and SW480 rerep inconclusive.
Screening Cc1ccc2[nH]c(=O)c(CN(Cc3ccc4c(c3)OCO4)Cc3nnnn3Cc3ccco3)cc2c1 returned GLP1R inv ag 7%, GLP1R ag 6%, HT1080 IDH1KD tx -17%, HT1080-NT tox -19%, TDP-43 yeast inh -4%, KB-V1 cytotox 0%, HEK293 tox -20%, KB-3-1 tox 0% and SW480 rerep -5%.
Screening Cc1cc(C)nc(NS(=O)(=O)c2ccc(NC(=O)c3ccc(O)cc3O)cc2)n1 returned GLP1R inv ag 17%, GLP1R ag -1%, HT1080 IDH1KD tx 5%, HT1080-NT tox 2%, TDP-43 yeast inh 5%, KB-V1 cytotox 1%, HEK293 tox -2%, KB-3-1 tox -3% and SW480 rerep 0%.
For Cc1cccc(-n2c(=O)c3c(c4cc(C)ccc4n3C)n(CC(=O)Nc3ccccc3C(F)(F)F)c2=O)c1 the results were GLP1R inv ag 11%, TDP-43 yeast inh 11%, KB-V1 cytotox 16%, HEK293 tox -7% and KB-3-1 tox 2%.
`CN(C)c1ccc(CNc2ncc(Br)cc2Br)cc1` gave GLP1R inv ag inconclusive, GLP1R ag 2%, HT1080 IDH1KD tx 10%, HT1080-NT tox 6%, TDP-43 yeast inh 10%, KB-V1 cytotox 10%, HEK293 tox 3%, KB-3-1 tox -16% and SW480 rerep 1%.
CC1=Nc2ccc3ccccc3c2C1(C)C was read as GLP1R inv ag 6%, GLP1R ag 3%, HT1080 IDH1KD tx -23%, HT1080-NT tox -27%, TDP-43 yeast inh 1%[9.22 µM], KB-V1 cytotox 11%, HEK293 tox 0%, KB-3-1 tox 13% and SW480 rerep -9%.
COc1ccc(/C(C)=N/NC(=O)c2ccncc2)cc1 was read as GLP1R inv ag 3%, GLP1R ag -5%, HT1080 IDH1KD tx 8%, HT1080-NT tox 7%, TDP-43 yeast inh 15%, KB-V1 cytotox 15%, HEK293 tox 4%, KB-3-1 tox 1% and SW480 rerep -8%.
`CCc1nnc2cccc(Cl)n12` gave GLP1R inv ag 15%, GLP1R ag -2%, HT1080 IDH1KD tx -8%, HT1080-NT tox 5%, TDP-43 yeast inh -14%, KB-V1 cytotox 16%, HEK293 tox 5%, KB-3-1 tox 2% and SW480 rerep -112%[inhibitor].
For COc1ccccc1N(CC(=O)NC1CCCCC1)S(C)(=O)=O the results were GLP1R inv ag -7%, GLP1R ag -1%, HT1080 IDH1KD tx 20%, HT1080-NT tox -3%, TDP-43 yeast inh -6%, KB-V1 cytotox -12%, HEK293 tox 1%, KB-3-1 tox 9% and SW480 rerep 27%.
